RGS12 GoLoco inh: RGS12 GoLoco-Gai1 interaction inhibition; Gai1:RGS12 GoLoco peptide FP, rhodamine, 10 min; hit rate 0.44% among 230,000; Potency, µM (doses to about 61.6 µM), for the others: top-dose activity, negative = inhibition, hits mostly inhibitors; P63096; active = well fitted inhibition curve with a large enough effect, not every such curve was filed as active; inactive = no such curve, though single readings can be large or run the other way; note: nearly all actives have a fitted effect of over 30% in size; many of its hits are not listed in these tables
TRb SRC2 PPI: disrupts binding of human TR beta to SRC2; P10828; TRbeta-SRC2 peptide binding, fluorescence polarization; receptor liganded with 1 µM T3; Potency, µM (titrated, usually from 106 µM), for inactives: at the highest dose activity change, negative = inhibition, most hits filed as inhibitors; hit rate 0.065% among 280,000; AID 1469;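 note: plate controls were bound peptide for no effect and peptide without receptor for full effect; nearly all actives have a fitted effect of over 50% in size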
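A fluorescence polarization screen tested compounds at multiple concentrations against complex formation between 0.6 uM TRb ligand-binding domain and 20 nM Texas Red SRC2 peptide, with 1 uM T3 present; readout after 5 hr.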
RECQ1 helicase: blocks DNA unwinding by human RECQ1 | P46063 | RECQ1 DNA unwinding, red fluorescence kinetic read | Potency, µM (doses to about 57.3 µM), for the others: at the highest dose activity, negative = inhibition, usual class: inhibitors | hit rate 0.54% among 240,000;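 note: plate controls were vehicle for no effect and no enzyme for full effect; nearly all actives have a fitted effect of over 30% in size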
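RECQ1T1 50 nM; forked duplex (20 bp + 30-nt ss tails) 200 nM, ATP 2 mM final; pH 8.0, 2 mM MgCl2, 2.5 ug/ml poly(dI-dC); 15 min compound preincubation; discontinuous kinetic read over 2 h at RT.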
L3MBTL1 inh: inhibitors of human L3MBTL1; Q9Y468; AlphaScreen L3MBTL1–H3K9me1 peptide binding; Potency, µM (titrated, usually from 57.1 µM), for the others: top-dose activity, negative = inhibition, hits mostly inhibitors; hit rate 0.66% among 230,000; AID 485360; note: nearly all actives have a fitted effect of over 60% in size
Target sequence (Q9Y468 whole entry, looked up): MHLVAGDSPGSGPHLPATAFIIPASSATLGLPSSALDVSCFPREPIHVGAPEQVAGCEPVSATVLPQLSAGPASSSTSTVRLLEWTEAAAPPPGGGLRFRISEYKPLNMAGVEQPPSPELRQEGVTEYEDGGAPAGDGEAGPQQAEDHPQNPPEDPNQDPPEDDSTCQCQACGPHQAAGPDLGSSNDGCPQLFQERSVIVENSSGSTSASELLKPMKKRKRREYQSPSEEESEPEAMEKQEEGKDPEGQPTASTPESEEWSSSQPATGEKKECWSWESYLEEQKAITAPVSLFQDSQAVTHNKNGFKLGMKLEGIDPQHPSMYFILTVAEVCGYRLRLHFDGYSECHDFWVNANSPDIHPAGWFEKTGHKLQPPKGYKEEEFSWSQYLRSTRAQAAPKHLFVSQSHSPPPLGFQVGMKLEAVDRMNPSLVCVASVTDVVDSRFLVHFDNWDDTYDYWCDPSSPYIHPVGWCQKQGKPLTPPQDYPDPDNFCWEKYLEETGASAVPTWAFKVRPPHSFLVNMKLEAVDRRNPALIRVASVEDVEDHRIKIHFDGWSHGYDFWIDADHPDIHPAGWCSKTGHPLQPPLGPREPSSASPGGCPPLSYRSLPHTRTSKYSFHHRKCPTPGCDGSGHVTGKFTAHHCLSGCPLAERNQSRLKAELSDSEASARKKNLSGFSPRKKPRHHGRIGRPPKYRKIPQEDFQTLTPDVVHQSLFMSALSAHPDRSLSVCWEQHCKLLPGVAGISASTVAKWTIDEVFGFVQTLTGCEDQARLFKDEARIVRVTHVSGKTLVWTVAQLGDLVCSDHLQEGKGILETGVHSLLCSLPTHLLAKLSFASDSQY
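Displacement of a biotinylated histone H3(1-15) peptide monomethylated at Lys9 (75 nM) from L3MBTL1 (50 nM) was measured by AlphaScreen after a 30 min room-temperature compound incubation; cefsulodin titration served as intraplate control.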
Tau fibril ThT: inhibitors of human tau fibril formation, thioflavin T binding | hit rate 2.1% among 270,000 | Potency, µM (doses to about 57.4 µM), for the others: at the top dose activity, negative = inhibition, usual class: inhibitors | recombinant tau K18 P301L (four-repeat tau fragment), heparin-induced fibrillization, ThT fluorescence | AID 1460; note: nearly all actives have a fitted effect of over 55% in size
Target sequence (P10636 561-689 P618L limits assumed): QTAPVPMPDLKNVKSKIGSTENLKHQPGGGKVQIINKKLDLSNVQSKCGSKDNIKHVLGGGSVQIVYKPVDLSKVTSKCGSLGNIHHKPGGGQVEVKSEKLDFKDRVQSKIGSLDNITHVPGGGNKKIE
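Heparin-induced fibrillization of the P301L-mutant K18 repeat-domain fragment of human tau was followed by ThT binding in quantitative high-throughput format.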
Tau FP inhib: inhibitors of human tau fibril formation. K18 P301L tau heparin fibrillization, Alexa594 FP, 6 h. P10636. hit rate 0.39% among 280,000. Potency, µM (series often up to 57.7 µM), without a hit: at the top dose activity, negative = inhibition, most hits filed as inhibitors. AID 1468; note: nearly all actives have a fitted effect of over 55% in size
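Quantitative HTS format: compounds meet 15 uM recombinant K18 P301L tau and Alexa 594-tau tracer in 100 mM sodium acetate pH 7; 20 uM heparin triggers fibrillization at 37 C over 6 hr; FP gives the signal.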
KDM4E inh: blocks human JMJD2E demethylase activity; hit rate 1.6% among 230,000; B2RXH2; AID 2147; Potency, µM (highest dose often 57.1 µM), inactives show top-dose activity change, negative = inhibition, usual class: inhibitors; JMJD2E catalytic domain, FDH-coupled NADH fluorescence (FDH is formaldehyde dehydrogenase); active = well fitted inhibition curve with a large enough effect, not every such curve was filed as active; inconclusive = small, poorly fitted or top-dose-only effect, or another doubt; inactive = no such curve, though single readings can be large or run the other way;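 note: 0% = wells with enzyme and -100% = buffer wells without enzyme; nearly all actives have a fitted effect of over 50% in size; many of its hits are not listed in these tables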
TR SRC2 fluor cs: counter-screen for TRb-SRC2 inhibitors: fluorescence interference; Potency, µM (doses to about 106 µM), without a hit: top-dose fluorescence change, negative = quenching; TRb/SRC2 Texas Red total fluorescence interference; hit rate 0.29% among 280,000; active = well fitted curve in either direction with a large enough effect; inconclusive = small, poorly fitted or top-dose-only effect
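Human TRb ligand-binding domain at 0.6 uM with 20 nM Texas Red SRC2 peptide in Tris buffer containing 1 uM T3 and 5% DMSO, incubated with compound 5 h at ambient temperature. Total fluorescence (555/632 nm) calculated as parallel + 2 × perpendicular.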
Starred values were filed as active, the others as inactive; i = inactive; ? = inconclusive; nt = not tested or not shown; [ ] = dose if it differs, or a comment. Unless noted, calls come from the whole dose curve; as a rule, active = well fitted curve in the direction sought with a large enough effect; inconclusive = small, poorly fitted or top-dose-only effect, or another doubt; inactive = no such curve, though single readings can be large; an effect the other way counts as inactive or inconclusive. Unless noted, % is set by controls: 0 for no effect and ±100 for the full control effect; potency is the fitted concentration of half-maximal effect.

Each structure is followed by: RGS12 GoLoco inh, TRb SRC2 PPI, RECQ1 helicase, L3MBTL1 inh, Tau fibril ThT, Tau FP inhib, KDM4E inh, TR SRC2 fluor cs
CCOC(=O)c1sc(NC(=O)c2cc(CC)on2)c(C(=O)OCC)c1C
  nt, -2%, nt, nt, 3%, -5%, nt, 2%
CC(C)CN(C(=O)COC(=O)Cc1n[nH]c(=O)c2ccccc12)C1CCS(=O)(=O)C1 (centres undefined)
  -4%, -4%, -2%, 6%, -14%, 4%, 2%, -4%
CCOC(=O)c1c(C)[nH]c(C)c1C(=O)CSc1nnnn1-c1ccccc1
  1%, 0%, i, nt, -13%, ?, -2%, 2%
CCOC1=C/C(=C/c2c(N)n3nc(-c4ccccc4)sc3nc2=O)C=CC1=O
  39%[activator], 1%, -3%, -30%, 8.9µM*, -5%, ?, -10%
CNc1nc(-c2ccc3c(c2)CCN3C(=O)c2ccccc2C)cs1
  17%, 0%, 7%, -16%, ?, -2%, -13%, -3%
Cc1ccc2nc(SCC(=O)Nc3cc([N+](=O)[O-])ccc3F)[nH]c2c1
  10%, -2%, -15%, -3%, ?, -12%, -2%, -7%
Cc1[nH]c2ccc(Br)cc2c1CCNC(=O)c1cc2ccccc2oc1=O
  nt, 4%, nt, nt, ?, ?, nt, -15%
CCOC(=O)c1c(/N=C/C2=C(O)CCCC2=O)sc(C)c1C
  2%, -5%, 4%, 5%, ?, 0%, 8%, -5%
CC(Oc1ccc(Cl)cc1Cl)C(=O)OCn1nnc2ccccc2c1=O (centres undefined)
  2%, -6%, -10%, nt, ?, -1%, 7%, 1%
O=C(/C(C=Nc1cc2c(oc1=O)CCCC2=O)=C(\O)c1ccccc1)c1ccccc1
  43%[activator], -5%, i, 29%, ?, 4%, ?, -1%
COc1ccc(NC(=O)C2CCC(CNS(=O)(=O)c3cccs3)CC2)cc1 (centres undefined)
  -6%, 2%, 11%, nt, -8%, 1%, 1%, 1%
CCCCOC(=O)c1ccc(NC(=O)C(=O)NCc2ccccn2)cc1
  5%, 3%, i, 8%, -2%, 7%, 2%, 1%
CCN(CCO)Cc1csc2cc(C)ccc12
  -2%, 2%, 9%, -4%, 2%, -5%, 1%, -2%
Cc1cc(N2CCN(C(=O)c3ccco3)CC2)n2nc(C)c(-c3ccc(Cl)cc3)c2n1
  2%, -7%, i, 5%, -13%, 0%, -2%, 1%
O=C(COC(=O)c1ccc(O)cc1)Nc1ccccc1-c1ccccc1
  -10%, -7%, -3%, 25%, 0%, -2%, 3%, -1%
CCCCC(=O)NC1=C(C(=O)OC)SCC1
  8%, -2%, -3%, -10%, 2%, -3%, 2%, -6%
Cc1ccc(-c2cc(Cc3ccccc3)c(=O)[nH]n2)cc1
  -4%, -1%, 1%, nt, nt, -5%, 0%, -1%
COc1cccc(OCc2cc(/C=N/Nc3ccc(C(=O)O)cc3)ccc2OC)c1
  8%, 5%, -3%, ?, ?, 4%, ?, -6%
CCC(C)(C)NC(=O)CN(C(=O)c1csnn1)c1cccc2c1CCCC2
  -8%, 4%, -2%, nt, -1%, 5%, -1%, 2%
O=C(Nc1cc(C(F)(F)F)ccc1-n1cncn1)c1ccc(-c2ccccc2)cc1
  -9%, 0%, -4%, nt, 3%, ?, 12%, 0%
O=C1c2ccc3c4c(ccc(c24)C(=O)N1NC(=O)C(F)(F)F)CC3
  13%, 2%, ?, nt, -20%, 12%, ?, 0%
Cc1c(Cl)ccc2sc(N3CCN(C(=O)CS(=O)(=O)c4ccccc4)CC3)nc12
  nt, -1%, nt, nt, ?, 4%, nt, 1%
COc1cc(/C=C/C(=O)OCC(=O)NC2CC2)cc(S(=O)(=O)N2CCc3ccccc32)c1OC
  20%, -5%, i, -20%, 9%, 5%, -9%, -1%
O=C(NCCCn1ccnc1)Nc1cccc(Cl)c1
  8%, -5%, i, ?, -10%, -13%, 3%, -6%
CSc1ncccc1C(=O)Nc1nnc(C2CC2)s1
  2%, 7%, -3%, nt, -7%, 8%, -6%, 3%
CCCC(=O)Nc1cc(C)c(NC(=O)c2ccncc2)cn1
  1%, -3%, -13%, -2%, -2%, 4%, -3%, -2%
CCC(=O)NC(Nc1sc2c(c1C(=O)OC)CCC2)C(Cl)(Cl)Cl (centres undefined)
  -5%, -8%, -9%, -3%, -14%, 3%, 3%, 0%
CCOC(=O)c1ccc(NC(=O)CSc2nc3ccccc3c(=O)n2CCC(=O)NC2CCCCC2)cc1
  nt, -6%, nt, nt, 17%, -16%, nt, 0%
CC(C)Cc1cc(C(=O)Nc2cccnc2)no1
  -8%, -19%, -11%, nt, -9%, -3%, -5%, -2%
O=C(COC(=O)c1sc2ccccc2c1Cl)NC1CCCCC1
  7%, -1%, -4%, 7%, -11%, -10%, 3%, -5%
COc1ccccc1CNC(=O)c1c(O)nc2c(C)cccn2c1=O
  nt, -2%, nt, nt, 1%, -3%, nt, -9%
Clc1ccc(N2CCN(/N=C/c3ccncc3)CC2)cc1
  5%, -10%, -7%, -7%, ?, -8%, -1%, -2%
CCC1CN(S(=O)(=O)c2cc(-c3cc(C)no3)ccc2OC)c2cc(Cl)ccc2O1 (centres undefined)
  nt, -7%, nt, nt, 5%, ?, nt, -1%
Cc1ccc(N2CC(NC(=O)Cc3ccc(F)cc3)CC2=O)cc1C (centres undefined)
  nt, -1%, nt, nt, -5%, -8%, nt, 1%
COC(=O)c1sccc1NC(=O)c1ccccc1[N+](=O)[O-]
  9%, -9%, i, -7%, -5%, -13%, 4%, 0%
CC(C(=O)N1CCc2ccccc21)N1CCN(c2ccccn2)CC1 (centres undefined)
  4%, -5%, 10%, 3%, 11%, 4%, -1%, 0%
CCOC(=O)Cc1cc(=O)n2[nH]c(C)c(-c3ccccc3OC)c2n1
  157%[activator], 28%, -15%, 11%, -4%, -7%, ?, 21%
CCOc1ccc(/C=C/C(=O)Nc2sc3c(c2C(=O)OC)CCC3)cc1
  nt, -3%, nt, nt, ?, -2%, nt, ?
CCOC(=O)Cc1csc(NC(=O)COc2ccc(C)cc2)n1
  -9%, 0%, -1%, -1%, -11%, -6%, -1%, 0%
CCOC(=O)c1ccc(NC(=O)c2ccc(=O)n(Cc3cccc(C)c3)c2)cc1
  nt, -4%, nt, nt, -11%, ?, nt, 3%

As entered above:
Cc1c(Cl)ccc2sc(N3CCN(C(=O)CS(=O)(=O)c4ccccc4)CC3)nc12 @ Tau FP inhib: 4%
O=C(NCCCn1ccnc1)Nc1cccc(Cl)c1 @ KDM4E inh: 3%

Later entries:
Each structure is followed by: RGS12 GoLoco inh, TRb SRC2 PPI, RECQ1 helicase, L3MBTL1 inh, Tau fibril ThT, Tau FP inhib, KDM4E inh, TR SRC2 fluor cs
CCCCCCCCSc1n[nH]c(N)n1
  -7%, 1%, 1%, -1%, -8%, 11%, 6%, 0%
O=C1CN(C(=O)c2ccc(Br)o2)C(c2ccc(F)cc2)c2cc(Cl)ccc2N1 (centres undefined)
  4%, 2%, -8%, -17%, -20%, -1%, 2%, 0%
CC1CCc2nc(NC(=O)CN3CCN(c4ccc(F)cc4)CC3)sc2C1 (centres undefined)
  -41%, -10%, i, nt, ?, 10%, -4%, -3%
CCOC(=O)N/N=C(\C)c1cccs1
  14%, 1%, -1%, nt, -2%, 1%, 3%, 0%
CCN(CC)CCNC(=O)CS(=O)Cc1nc(-c2ccc(C)cc2)oc1C (centres undefined)
  6%, 10%, -4%, -6%, -11%, -7%, 2%, -4%
Cc1cccc(C(=O)Nc2cccc(C(=O)N3CCOCC3)c2)c1
  0%, 1%, -9%, nt, 0%, 0%, 7%, -3%
CCOc1ccccc1NC(=O)C1CCCN(S(=O)(=O)c2cccs2)C1 (centres undefined)
  nt, -3%, nt, nt, -9%, 0%, nt, -3%
O=C(NN=C1CCC(=NNC(=O)c2cccnc2)CC1)c1cccnc1
  6%, 4%, -1%, -2%, 40µM*, ?, 7%, 0%
O=C(CCn1cccn1)Nc1ccc(Br)cc1F
  nt, -2%, nt, nt, -1%, -1%, nt, -10%
C=CCOC(=O)C1=C(C)Nc2nnnn2C1c1cc(OC)ccc1OC (centres undefined)
  1%, 10%, 7%, nt, -3%, 1%, -8%, 0%
CCOc1ccccc1NC(=O)COc1ccc(S(=O)(=O)NC2CCCCC2)cc1
  nt, 0%, nt, nt, -12%, -10%, nt, -13%
Cc1ccc(S(=O)(=O)NNC(=S)NC(C)(C)C)cc1
  1%, -2%, i, 9%, -8%, 6%, 1%, 0%
COC(=O)c1ccc2c(=O)n(CCCCCC(=O)N3CCN(c4ccc(OC)cc4)CC3)c(=O)[nH]c2c1
  nt, -10%, nt, nt, ?, 10%, nt, 0%
O=C(O)[C@H]1CCCNC1
  -3%, 1%, 1%, nt, -6%, 0%, 15%, -2%
CN(Cc1ccccc1)Cc1ccccc1F
  -1%, -16%, i, 17%, 6%, 1%, ?, 0%
O=C(Nc1ccc(NC(=O)C2CCCCC2)nc1)c1ccco1
  -1%, -11%, i, 5%, -18%, 2%, 3%, -2%
CC(=O)C1=C(O)CCC1=NCCc1ccccc1
  6%, -4%, i, nt, -8%, -6%, -3%, 2%
COc1ccc(CN(CC2CCCO2)C(=O)CN2C(=O)COc3ccccc32)cc1OC (centres undefined)
  5%, -7%, -7%, 14%, 8%, 5%, -5%, 3%
CCc1ccc(NC(=O)C2CCCN(S(=O)(=O)c3ccc(F)cc3)C2)cc1 (centres undefined)
  nt, -5%, nt, nt, -2%, -7%, nt, -1%
CCC(C)c1ccc(C2C3=C(Nc4nc(N)[nH]c(=O)c42)c2ccccc2C3=O)cc1 (centres undefined)
  14%, -2%, -3%, -5%, ?, -5%, 12%, -1%
Cc1ccc(-n2nc(C)c3c(C(F)(F)F)cc(-c4cccnc4)nc32)cc1C
  nt, -6%, nt, nt, 1%, 1%, nt, 0%
O=C(CCCCCNC(=O)c1ccccc1)N/N=C/c1ccco1
  6%, -1%, 1%, -19%, -7%, -4%, -2%, -1%
O=C(CN1CCN(C(c2ccccc2)c2ccccc2)CC1)N1CCN(c2ccccc2)CC1
  4%, -1%, 3%, nt, nt, -1%, 0%, 0%

Screens as filed in PubChem BioAssay.

Some of the compounds tested; rates above refer to the full screens.
